Screens as filed in PubChem.
GalR3 antag = antagonists of human GalR3; O60755; HEK293 GalR3-CNG cAMP membrane potential fluorescence; galR3 body fused to GalR1 C-terminus; inhibition, % at 3 µM; hit rate 0.44% among 360,000; AID 651719;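 active = inhibition above the screen-wide average plus 3 SD, cut at about 13% in these data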;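 also: forskolin and galanin both at EC90 stimulate the cells; cAMP rise reported by CNG channel membrane potential dye signal; 0% = forskolin plus galanin with DMSO and 100% = forskolin alone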
Target sequence (O60755 1-299 limits assumed): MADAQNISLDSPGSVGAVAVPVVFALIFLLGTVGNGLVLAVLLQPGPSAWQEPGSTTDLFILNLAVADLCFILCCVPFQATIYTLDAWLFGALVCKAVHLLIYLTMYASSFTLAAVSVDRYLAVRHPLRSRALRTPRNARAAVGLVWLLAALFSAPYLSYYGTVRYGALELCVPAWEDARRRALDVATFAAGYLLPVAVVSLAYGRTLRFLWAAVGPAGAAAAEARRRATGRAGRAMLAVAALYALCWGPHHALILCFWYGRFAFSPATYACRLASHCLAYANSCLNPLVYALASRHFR
CHRM4 PAM = positive allosteric modulators of human muscarinic M4 receptor; P08173; CHO-K1 hM4/Gqi5, Fluo-8 calcium fluorescence, ACh EC20; 0% = ACh EC20, 100% = maximal ACh; activation, % at 3 µM; hit rate 0.4% among 360,000; AID 624126;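 active = activation above its plate's cutoff, the mean activation of sample wells plus 3 SD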; also: some results filed as inactive read as strong as hits
Target sequence (P08173 whole entry, looked up): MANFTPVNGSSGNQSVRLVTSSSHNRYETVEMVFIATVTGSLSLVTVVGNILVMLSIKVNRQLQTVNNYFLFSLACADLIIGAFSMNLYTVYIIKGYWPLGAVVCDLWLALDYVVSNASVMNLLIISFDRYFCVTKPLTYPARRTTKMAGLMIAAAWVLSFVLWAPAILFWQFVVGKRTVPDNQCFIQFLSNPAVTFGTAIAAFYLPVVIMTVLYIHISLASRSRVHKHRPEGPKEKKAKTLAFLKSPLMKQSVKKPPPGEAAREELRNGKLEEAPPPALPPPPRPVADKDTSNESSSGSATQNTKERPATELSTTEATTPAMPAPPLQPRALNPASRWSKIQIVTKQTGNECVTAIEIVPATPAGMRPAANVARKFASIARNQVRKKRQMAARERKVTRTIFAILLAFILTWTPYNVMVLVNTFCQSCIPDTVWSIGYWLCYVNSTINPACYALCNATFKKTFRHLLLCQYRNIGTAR
An asterisk follows results filed as active. The list is partial. The share of hits here may be higher or lower than overall.

Results for CN(C)c1ccc(CC(=O)N2CCCCC2c2cc(C(=O)Nc3ccccc3)no2)cc1 (stereo unspecified) ?
GalR3 antag: -3.5; CHRM4 PAM: -3.2

What do the screens show for `OC(c1cccnc1)c1nc(-c2cccc(F)c2)cs1` (stereo unspecified)?
GalR3 antag: -1.3; CHRM4 PAM: -0.9

How did Fc1cccc(Cl)c1C1SCc2nc3ccccc3n21 (stereo unspecified) do in these assays?
GalR3 antag: -6.5; CHRM4 PAM: -12.5

How did CC(O)(c1ccccc1)c1nc(-c2csc3ccccc23)cs1 (stereo unspecified) do in these assays?
GalR3 antag: -7.5; CHRM4 PAM: -2.1

What do the screens show for `CC(C)NC(=O)C1(C)CN(S(C)(=O)=O)CC(=O)N1Cc1ccc2c(c1)OCO2` (stereo unspecified)?
GalR3 antag: -4.9; CHRM4 PAM: 7.8

Results for CC(O)(c1ccc(F)c(F)c1)c1nc(-c2cccc(C(F)(F)F)c2)cs1 (stereo unspecified) ?
GalR3 antag: -7.2; CHRM4 PAM: -3.0

What do the screens show for `Fc1cccc(Cc2c(-c3ccco3)nc3c(Cl)cc(C(F)(F)F)cn23)c1`?
GalR3 antag: -5.3; CHRM4 PAM: 10.5

What do the screens show for `COc1ccc(NC(=O)c2cc(C3CCCCN3S(=O)(=O)c3ccccc3)on2)c(C)c1` (stereo unspecified)?
GalR3 antag: 1.6; CHRM4 PAM: -7.4

How did COc1ccc(Cl)cc1-c1cc(C(=O)Nc2cc(OC)c(OC)c(OC)c2)[nH]n1 do in these assays?
GalR3 antag: -4.3; CHRM4 PAM: -3.4

What do the screens show for `CCCc1nc2ccc(C)cn2c1Cc1ccc(OC)cc1C`?
GalR3 antag: -7.5; CHRM4 PAM: -5.7

What do the screens show for `Cc1ccc(Cn2cc(CN3CC(N4CCCC4)CS3(=O)=O)nn2)cc1` (stereo unspecified)?
GalR3 antag: -2.2; CHRM4 PAM: -0.6

What do the screens show for `CCCS(=O)(=O)NC(=O)C1(C)CCCN(C(=O)c2sccc2C)C1` (stereo unspecified)?
GalR3 antag: -2.6; CHRM4 PAM: 1.8

What do the screens show for `Cc1ccccc1-c1cnc(C(O)c2ccccc2)[nH]1` (stereo unspecified)?
GalR3 antag: -3.4; CHRM4 PAM: -0.6

Results for COc1ccc(NC(=O)C2C(c3ccc4c(c3)OCO4)=Nc3ccccc3N2C(=O)c2cccc(C(F)(F)F)c2)cc1 (stereo unspecified) ?
GalR3 antag: -4.9; CHRM4 PAM: -2.0

What do the screens show for `CCN(CC)C(=O)c1cccc(-c2csc(C(NC(C)=O)c3ccccc3)n2)c1` (stereo unspecified)?
GalR3 antag: -7.0; CHRM4 PAM: -0.8

How did CCOC(=O)[C@]12CCCC=C1N(CCC1=CCCCC1)C(=O)[C@H](CC(=O)NCc1cccc3ccccc13)C2 do in these assays?
GalR3 antag: -8.3; CHRM4 PAM: -3.1

How did COC(=O)[C@]12CCCCC=C1N(Cc1ccc3c(c1)OCO3)C(=O)[C@H](CC(=O)N1CCN(C(=O)c3ccco3)CC1)C2 do in these assays?
GalR3 antag: -3.6; CHRM4 PAM: -9.4

Results for O=C(c1[nH]c(C(F)(F)F)nc1-c1ccccc1)N1CCN(c2ncc(C(F)(F)F)cc2Cl)CC1 ?
GalR3 antag: -6.8; CHRM4 PAM: -8.1

How did CCCC(=O)N1CCCC1(C)C(=O)Nc1ccc(C)c(C)c1 (stereo unspecified) do in these assays?
GalR3 antag: -6.3; CHRM4 PAM: -4.2

Results for Cc1nc2c(OCc3ccc(Cl)cc3)cccn2c1N(C)Cc1cccs1 ?
GalR3 antag: -4.2; CHRM4 PAM: -13.9

How did O=C(N[C@@H]1CC[C@@H](CCNS(=O)(=O)c2ccc(Cl)cc2)O[C@@H]1CO)c1cccnc1 do in these assays?
GalR3 antag: -7.0; CHRM4 PAM: -4.2

How did CCCNC(=O)C1(C)CCCN(C(=O)c2sccc2C)C1 (stereo unspecified) do in these assays?
GalR3 antag: 0.4; CHRM4 PAM: -7.5

Results for CC(CC(=O)Nc1ccc2c(c1)c(=O)n(C)n2-c1ccccc1)c1ccccc1 (stereo unspecified) ?
GalR3 antag: -2.9; CHRM4 PAM: -6.4

What do the screens show for `CN1CCn2cnc(C(=O)NCc3ccc(CNC(=O)OC(C)(C)C)cc3)c2C1=O`?
GalR3 antag: -4.1; CHRM4 PAM: -1.3

Of the compounds above, these contain a CF3 group.
Results for CC(O)(c1ccc(F)c(F)c1)c1nc(-c2cccc(C(F)(F)F)c2)cs1 (stereo unspecified) ?
GalR3 antag: -7.2; CHRM4 PAM: -3.0

What do the screens show for `Fc1cccc(Cc2c(-c3ccco3)nc3c(Cl)cc(C(F)(F)F)cn23)c1`?
GalR3 antag: -5.3; CHRM4 PAM: 10.5

Results for COc1ccc(NC(=O)C2C(c3ccc4c(c3)OCO4)=Nc3ccccc3N2C(=O)c2cccc(C(F)(F)F)c2)cc1 (stereo unspecified) ?
GalR3 antag: -4.9; CHRM4 PAM: -2.0

Results for O=C(c1[nH]c(C(F)(F)F)nc1-c1ccccc1)N1CCN(c2ncc(C(F)(F)F)cc2Cl)CC1 ?
GalR3 antag: -6.8; CHRM4 PAM: -8.1

Other structures:
How did Cc1ccc(Cl)cc1-c1cc(C(=O)N2CCN(c3ccncc3)CC2)[nH]n1 do in these assays?
GalR3 antag: -4.3; CHRM4 PAM: 0.3

Results for CC(C)(C)C1CCN2CCCC(c3ccccc3)(C1)C2=O (stereo unspecified) ?
GalR3 antag: -4.9; CHRM4 PAM: 8.2

How did O=C1NC[C@@H](CCCCN2C[C@H](Cc3ccccc3)N(CC3CCCCC3)C(=O)C2=O)N(Cc2ccccc2)C1=O do in these assays?
GalR3 antag: -2.9; CHRM4 PAM: 0.6

How did CCCCCCCCN1C(=O)[C@H](CC(=O)N2CCN(C(=O)OCC)CC2)C[C@@]2(C(=O)OC)CCCCC=C12 do in these assays?
GalR3 antag: -6.0; CHRM4 PAM: -1.5

What do the screens show for `Cc1ccccc1C(=O)Nc1nnc([C@@H]2C[C@H](O)[C@@H](CO)O2)s1`?
GalR3 antag: -6.5; CHRM4 PAM: 10.8

How did CCOC(=O)C1=CCN(S(=O)(=O)c2ccc(C)cc2)C1c1ccccc1F (stereo unspecified) do in these assays?
GalR3 antag: -1.4; CHRM4 PAM: 3.8

What do the screens show for `Cc1cc(C)n2c(Nc3ccc4c(c3)OCCO4)c(-c3ccccn3)nc2n1`?
GalR3 antag: -6.6; CHRM4 PAM: -1.5

What do the screens show for `COC(=O)[C@]12CCCCC=C1N(Cc1ccc(Cl)cc1Cl)C(=O)[C@H](CC(=O)NCc1ccc(C)o1)C2`?
GalR3 antag: -5.7; CHRM4 PAM: 0.3

How did O=C(/C=C/[C@H]1O[C@@H](n2cnc3c(NC(=O)c4ccccc4)ncnc32)[C@H](O)[C@@H]1O)NCC1CCCO1 (stereo partly specified) do in these assays?
GalR3 antag: -5.9; CHRM4 PAM: 13.7

How did CCc1nc2c(OCC3COc4ccccc4O3)cccn2c1N(C)C(=O)c1cccc(OC)c1 (stereo unspecified) do in these assays?
GalR3 antag: -7.6; CHRM4 PAM: -1.5

What do the screens show for `CC(C)CN1CCN(C(=O)COC(=O)c2ccc(S(C)(=O)=O)c([N+](=O)[O-])c2)CC1`?
GalR3 antag: -3.8; CHRM4 PAM: 1.6

How did COC(=O)C[C@@H]1CC[C@@H](NC(=O)C2CCC2)[C@@H](CO)O1 do in these assays?
GalR3 antag: -5.0; CHRM4 PAM: 2.8

Next part, overlapping the part above by 2 compounds.
What do the screens show for `CC(C)CN1CCN(C(=O)COC(=O)c2ccc(S(C)(=O)=O)c([N+](=O)[O-])c2)CC1`?
GalR3 antag: -3.8; CHRM4 PAM: 1.6

How did COC(=O)C[C@@H]1CC[C@@H](NC(=O)C2CCC2)[C@@H](CO)O1 do in these assays?
GalR3 antag: -5.0; CHRM4 PAM: 2.8

Results for COc1ccc(NC(=S)N2CCC3CC2c2cc(-c4ccc5c(c4)OCO5)ccc23)c(OC)c1 (stereo unspecified) ?
GalR3 antag: -2.8; CHRM4 PAM: -7.8

How did COC(=O)[C@@]12C[C@@H](CC(=O)NCc3cccc(C(F)(F)F)c3)C(=O)N(Cc3ccc4c(c3)OCO4)C1=CCC(C)(C)C2 do in these assays?
GalR3 antag: -6.6; CHRM4 PAM: 7.4

How did Nc1ncnc2c1ncn2[C@@H]1O[C@H](C(=O)NS(=O)(=O)c2cccs2)[C@@H](O)[C@H]1O do in these assays?
GalR3 antag: -0.8; CHRM4 PAM: 1.0

What do the screens show for `Cc1cccc(COC[C@H](Cc2ccccc2)N2CCN(C(=O)c3cc(Cl)cc(Cl)c3)CCC2=O)c1`?
GalR3 antag: -4.6; CHRM4 PAM: -2.6

What do the screens show for `Cc1ccsc1-c1cc2nc(NCCCN(C)C)n(C)c(=O)c2s1`?
GalR3 antag: -8.5; CHRM4 PAM: -0.1

What do the screens show for `Cn1cnc(S(=O)(=O)N2CCCCC2c2cc(C(=O)Nc3cccc4c3CCCC4)no2)c1` (stereo unspecified)?
GalR3 antag: -5.7; CHRM4 PAM: -4.9

Results for COCCNc1nc2cc(-c3ccc(F)cc3)sc2c(=O)n1C ?
GalR3 antag: -5.4; CHRM4 PAM: 4.0

What do the screens show for `O=C(Nc1ccccc1)c1cc(C2CCCCN2C(=O)c2ccc3c(c2)CCO3)on1` (stereo unspecified)?
GalR3 antag: -7.1; CHRM4 PAM: -3.3

Results for CCc1c(C2CC2)ncn1Cc1cccc(-c2ccccc2)c1 ?
GalR3 antag: -6.8; CHRM4 PAM: -16.8

What do the screens show for `C=C1C(=O)OC2C1CCC(C)=CCCC1(C)OC21` (stereo unspecified)?
GalR3 antag: -7.7; CHRM4 PAM: 6.9

Results for O=C1NC[C@@H](CCCCN2C[C@H](Cc3ccc(O)cc3)N(CCc3ccccc3)C(=O)C2=O)N(CCc2ccccc2)C1=O ?
GalR3 antag: 0.0; CHRM4 PAM: 1.7

What do the screens show for `CC1(C(=O)NCc2cccnc2)CCN1C(=O)c1cccc(F)c1` (stereo unspecified)?
GalR3 antag: -2.9; CHRM4 PAM: 4.5

What do the screens show for `Cc1cc(C)c(C(O)c2ncc(-c3cccc(F)c3)[nH]2)c(C)c1` (stereo unspecified)?
GalR3 antag: -4.4; CHRM4 PAM: 1.4

What do the screens show for `COc1ccc(CNc2nccn3ccnc23)cc1`?
GalR3 antag: -5.3; CHRM4 PAM: 8.4

Results for CCc1nc2ccc(C(=O)NCCOc3ccc(OC)cc3)cn2c1N(C)Cc1cccs1 ?
GalR3 antag: -4.0; CHRM4 PAM: -6.3

What do the screens show for `CCN(C)C1CN(Cc2cn(Cc3ccc(OC)cc3)nn2)S(=O)(=O)C1` (stereo unspecified)?
GalR3 antag: -7.1; CHRM4 PAM: 12.4

What do the screens show for `C[C@H](O)[C@@H]1CN2CCc3c([nH]c4ccccc34)[C@@H]2C[C@@H]1N(C)C(=O)c1ccco1`?
GalR3 antag: -4.9; CHRM4 PAM: -6.6

What do the screens show for `Cc1cccc(C)c1N1C(=O)c2ccccc2NC(=O)C1C(=O)Nc1ccc(N2CCOCC2)cc1` (stereo unspecified)?
GalR3 antag: -6.8; CHRM4 PAM: 4.6

How did CN(C)c1ncnc2c1ncn2[C@H]1CN(Cc2cccs2)C[C@@H](CO)O1 do in these assays?
GalR3 antag: 2.9; CHRM4 PAM: 1.5

Results for COC(=O)[C@@]12C[C@@H](CC(=O)NCCCCc3ccccc3)C(=O)N(Cc3ccco3)C1=CCC(C)(C)C2 ?
GalR3 antag: -7.8; CHRM4 PAM: -3.4

How did COCc1cn(CC(=O)c2sc(NC(=O)C(C)(C)C)nc2C)nn1 do in these assays?
GalR3 antag: -4.3; CHRM4 PAM: 1.3

What do the screens show for `Cc1cccc(CN2CCN(C3CN(Cc4cn(Cc5ccccc5C(F)(F)F)nn4)S(=O)(=O)C3)CC2)c1` (stereo unspecified)?
GalR3 antag: -8.8; CHRM4 PAM: -7.7

How did CC(C)(C)N1C(=O)c2ccccc2NC(=O)C1C(=O)NCCOc1ccccc1 (stereo unspecified) do in these assays?
GalR3 antag: -4.7; CHRM4 PAM: 8.1

Results for CC(C(=O)O)(C1CCCCC1)C1(O)CCCCC1 (stereo unspecified) ?
GalR3 antag: -7.0; CHRM4 PAM: -0.2

What do the screens show for `COc1cccc(C(C)(O)c2nc(-c3ccc(F)cc3OC)cs2)c1` (stereo unspecified)?
GalR3 antag: -5.9; CHRM4 PAM: -3.9

What do the screens show for `OC(c1ccccc1)(c1ccccc1)C1CCN(CCCOc2ccccc2)CC1`?
GalR3 antag: -6.8; CHRM4 PAM: -13.3

Results for COC(=O)N1CCCCC1c1cc(C(=O)NCc2ccc(F)cc2)no1 (stereo unspecified) ?
GalR3 antag: -1.8; CHRM4 PAM: -2.6

How did COc1cc(NC(=O)Nc2nc(C(N)C3CCCCC3)cs2)cc(OC)c1OC (stereo unspecified) do in these assays?
GalR3 antag: -1.3; CHRM4 PAM: 1.6

How did CCOC1=C2CN(S(=O)(=O)c3ccc(C)cc3)C(c3ccc(C)cc3)CC2N(S(=O)(=O)c2ccc(C)cc2)C(c2ccccc2)C1 (stereo unspecified) do in these assays?
GalR3 antag: -4.9; CHRM4 PAM: -5.5

Results for CC1(C(=O)NS(=O)(=O)c2ccccc2Cl)CCN1C(=O)CCc1ccc(Cl)cc1Cl (stereo unspecified) ?
GalR3 antag: -0.2; CHRM4 PAM: 10.4

How did CCNC(=O)C1CCCN(C(=O)Cc2cccs2)CC1 (stereo unspecified) do in these assays?
GalR3 antag: -0.9; CHRM4 PAM: -0.1

What do the screens show for `COc1cc(OC)cc(-c2noc([C@@H]3O[C@H](CO)[C@H](O)[C@H](O)[C@H]3O)n2)c1`?
GalR3 antag: -2.5; CHRM4 PAM: 6.5

Results for COc1ccc(CC(N)c2csc(NC(=O)Cc3ccccc3)n2)cc1 (stereo unspecified) ?
GalR3 antag: -8.9; CHRM4 PAM: 1.8

How did COc1ccc(CCNC(=O)Nc2nnc([C@H]3C[C@H](O)[C@@H](CO)O3)s2)cc1OC do in these assays?
GalR3 antag: -3.8; CHRM4 PAM: 1.8
